# D2 agonist = D2 dopamine receptor (human) agonism; P14416; HEK293 T-REx D2 cells, calcium flux agonist mode; activation, % at 2 µM; hit rate 0.53% among 340,000; AID 485358;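 active = activation over 3 SD above normal in the single-dose calcium agonist read, cut at about 30% in these data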; also: 0% is about no effect
# Target sequence (P14416 whole entry, looked up): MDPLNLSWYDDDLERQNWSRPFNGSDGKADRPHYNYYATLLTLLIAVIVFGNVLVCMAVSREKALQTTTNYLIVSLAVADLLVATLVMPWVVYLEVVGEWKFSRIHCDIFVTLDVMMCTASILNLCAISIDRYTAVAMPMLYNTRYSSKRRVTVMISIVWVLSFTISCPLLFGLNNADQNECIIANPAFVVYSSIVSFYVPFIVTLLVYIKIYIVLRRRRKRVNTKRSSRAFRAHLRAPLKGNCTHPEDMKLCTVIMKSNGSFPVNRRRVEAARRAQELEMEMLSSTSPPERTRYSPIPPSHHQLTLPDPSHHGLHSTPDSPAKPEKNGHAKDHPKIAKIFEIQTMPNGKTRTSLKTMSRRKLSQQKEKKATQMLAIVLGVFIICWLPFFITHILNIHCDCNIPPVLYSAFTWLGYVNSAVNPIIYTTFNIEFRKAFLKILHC
#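 In this primary screen, compounds producing a positive calcium signal within 180 s of addition to tetracycline-induced, force-coupled HEK293 Trex D2 cells are flagged; cells are dye-loaded with a no-wash calcium kit beforehand.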
# mIDH1 inhibitor = blocks human mutant IDH1 R132H enzyme; AID 602179; hit rate 0.093% among 390,000; IDH1-R132H enzyme, NADPH consumption, diaphorase/resazurin fluorescence; Potency, µM (top dose mostly 76.6 µM), inactives show top-dose activity change, negative = inhibition, actives largely listed as inhibitors; also: potency is read from the fitted curve at half-maximal effect; % is scaled to controls: 0 for no effect and ±100 for the full control effect; nearly all actives have a fitted effect of over 65% in size
# Target sequence (O75874 whole entry R132H, stated change not applied): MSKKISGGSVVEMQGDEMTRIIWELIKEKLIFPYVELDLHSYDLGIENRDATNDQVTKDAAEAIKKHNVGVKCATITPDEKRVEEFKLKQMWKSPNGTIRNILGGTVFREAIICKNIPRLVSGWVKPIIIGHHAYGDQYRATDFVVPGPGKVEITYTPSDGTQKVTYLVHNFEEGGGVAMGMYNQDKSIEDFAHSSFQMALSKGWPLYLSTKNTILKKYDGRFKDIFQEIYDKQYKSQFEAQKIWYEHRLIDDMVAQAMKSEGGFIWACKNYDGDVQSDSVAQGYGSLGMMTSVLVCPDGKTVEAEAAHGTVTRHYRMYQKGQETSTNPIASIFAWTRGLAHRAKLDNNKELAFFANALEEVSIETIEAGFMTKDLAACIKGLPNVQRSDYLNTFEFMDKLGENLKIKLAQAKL
#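 IDH1-R132H (0.5 ug/mL dispensed) in pH 7.5 Tris buffer was preincubated 30 min with compound, then given a substrate mix of 0.016 mM NADPH and 2 mM alpha-KG for 80 min at room temperature; remaining NADPH was read by diaphorase/resazurin fluorescence.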
# PI4K2A inh = PI4K2A (human) kinase inhibition; purified PI4K2A, ADP-Glo luminescence, 1 h; active compounds read low; activity change, negative = inhibition, % at 76.9 µM; hit rate 0.13% among 420,000; in the data active = activity change below about -50%; inconclusive = mostly about -30% to -49%;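 also: -100% = wells without enzyme as full effect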
#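 Compounds are screened against recombinant PI4K2A using PI as substrate and ATP, the latter dispensed at 300 microM. Reactions run one hour at ambient temperature before ADP-Glo detection; full inhibition defined by wells lacking enzyme.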
# rTrxR1 inhibitor = rat TrxR1 inhibition | hit rate 1% among 390,000 | Potency, µM (titrated, usually from 114 µM), for inactives: at the highest dose activity change, negative = inhibition, hits mostly inhibitors | recombinant rTrxR1, NADPH fluorescence consumption, selenite substrate | AID 588453 | O89049; also: potency is read from the fitted curve at half-maximal effect; % is scaled to controls: 0 for no effect and ±100 for the full control effect; nearly all actives have a fitted effect of over 65% in size
#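 Rat TrxR1 (90 nM in the dispensed reagent) was pre-reduced with 400 uM NADPH for 5 min at room temperature, then incubated with compound for 15 min. After 400 uM selenite was added, NADPH fluorescence (Ex 340/Em 450 nm) was followed for 8 min.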
# USP1 inh = blocks the human USP1/UAF1 deubiquitinase complex | Potency, µM (series often up to 57.1 µM), without a hit: at the highest dose activity change, negative = inhibition, most hits filed as inhibitors | O94782 | AID 743255 | hit rate 0.23% among 390,000 | recombinant USP1/UAF1, Ub-Rhodamine cleavage fluorescence; also: potency is read from the fitted curve at half-maximal effect; % is scaled to controls: 0 for no effect and ±100 for the full control effect; nearly all actives have a fitted effect of over 60% in size; inactives centre near -12
#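 Step one: compound is pinned into 1nM USP1/UAF1 in HEPES pH 7.8 buffer with TCEP. Step two: 15 min room-temperature incubation. Step three: Ub-Rho (150nM final) starts cleavage, tracked by fluorescence over six one-minute reads.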
# TRHR enhancer = TRH receptor (human) allosteric enhancement; P34981; TRHR cells, fluo-8 calcium fluorescence, EC20 TRH enhancement; enhancement, % at 2 µM; hit rate 0.66% among 360,000; in the data active = enhancement above about 30%; also: 0% is about no effect
#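 TRHR-expressing cells loaded with fluo-8 calcium dye were read kinetically (ex 480/em 530) during compound addition, then stimulated with an EC20 of TRH (10 nM final). Enhancement of the Gq-mediated intracellular calcium response was scored.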
# TrxR1 substrate = is turned over as a substrate by rat TrxR1 | Potency, µM (series often up to 114 µM), inactives show top-dose activity change, negative = substrate turnover | AID 588456 | hit rate 0.01% among 390,000 | purified TrxR1 substrate turnover, NADPH consumption readout; also: potency is read from the fitted curve at half-maximal effect; % is scaled to controls: 0 for no effect and ±100 for the full control effect; nearly all actives have a fitted effect of over 50% in size
#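 Rat TrxR1, dispensed at 90 nM, was prereduced with 400 uM NADPH (final) for 5 min at ~22 deg C, then incubated with compound 15 min before 400 uM selenite. A first-read NADPH fluorescence drop versus no-compound background flagged substrates.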
# TRHR agonist = TRH receptor (human) agonism | activation, % at 2 µM | hit rate 0.18% among 360,000 | TRHR cells, calcium flux fluo-8, FDSS agonist mode; in the data active = activation above about 30%; also: 0% is about no effect
#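 Agonist-mode FDSS calcium read (Ex 480/Em 530, 1 s cycles) in 1536-well TRHR cells with fluo-8 dye, after 10-cycle baseline and 23 nL compound addition; TRH at EC20 (10 nM final) added afterwards for the enhancer phase.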
# D2 antag = antagonists of human D2 dopamine receptor; inhibition, % at 10 µM; P14416; hit rate 2% among 340,000; HEK293 TREx D2 cells, calcium flux, dopamine EC80; AID 485344; in the data active = inhibition above about 30%; also: 0% is about no effect
#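 In this primary screen, negative modulation is detected by tracking calcium flux after an EC80 dopamine challenge in inducible HEK293 T-REx D2 cells preexposed to test compound for 180 s.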
# An asterisk follows results filed as active; ? = inconclusive; nt = no result given; [ ] = dose if it differs, or a comment. Unless noted, calls follow the shape of the dose curve; as a rule, active = well fitted inhibition curve with a large enough effect; inconclusive = small, poorly fitted or top-dose-only effect; inactive = no such curve, though single readings can be large or run the other way.
No.	Compound	TRHR agonist	D2 agonist	PI4K2A inh	rTrxR1 inhibitor	TrxR1 substrate	TRHR enhancer	D2 antag	mIDH1 inhibitor	USP1 inh
1	COc1ccc(-c2noc(CCC(=O)N3CCN(c4cc(C)ccc4C)CC3)n2)cc1	0.1	0.5	6	23%[57.1 µM]	8%[57.1 µM]	-3	3	2%	?
2	Cc1cc(C)nc(-n2nc(C)cc2NC(=O)c2cccc(S(=O)(=O)N3CCOCC3)c2)n1	-0.4	19	1	-10%	-5%	-4	5	-1%	-8%
3	Oc1ccc(/C=N/Nc2ccc(Cl)nn2)c(O)c1O	0.7	1.1	-7	-25%[57.1 µM]	-5%	1	6	7%	?
4	COc1ccc2c(=O)c(-c3cnn(-c4ccccc4)c3)c(C)oc2c1	-0.4	-1.2	-3	21%	6%	-4	8	3%	?
5	COc1ccc(OC)c(S(=O)(=O)Nc2c(C)cccc2C)c1	-0.4	-0.2	2	10%[57.1 µM]	2%[57.1 µM]	0	5	5%	-17%
6	COc1cccc(NC(=O)N2CCCC2C(=O)NCc2ccc(Cl)cc2)c1 (configuration not stated)	-0.4	-0.3	-5	13%	4%	-10	-6	4%	-18%
7	CCO[C@@H]1OC(C(=O)O)=C[C@H](C2CC2)[C@H]1CCCO	0.2	0.1	-1	18%[57.1 µM]	-4%[57.1 µM]	7	2	12%	-29%
8	CC(C)(C)C(=O)CN1C(=O)NC(C)(Cc2ccc3c(c2)OCO3)C1=O (configuration not stated)	-0.8	0.0	0	-7%[57.1 µM]	3%	2	-19	-1%	3%
9	C=CC[C@H](CC(=O)NCCO)C(=O)N[C@H](COC(=O)[C@H](CC=C)CC(=O)OC(C)(C)C)Cc1c[nH]c2ccccc12	nt	nt	-1	5%	-3%	nt	nt	25%	-10%
10	C=CCOc1ccccc1C(=O)/C=C1/C(=O)Nc2ccccc21	1.0	3.1	5	?	-3%	9	-11	-6%	-18%
11	COc1ccc(CN2CCC(Oc3cc(C(=O)NC4CC4)ccc3OC)CC2)c(O)c1	0.3	0.7	-6	9%	1%	1	11	0%	-14%
12	COc1cccc(NC(=O)CN(C)C(=O)Cn2c(=O)oc3ccccc32)c1	0.0	0.4	-4	7%	1%	2	-15	4%	-5%
13	CCCn1nc(C(=O)Nc2ccc(S(=O)(=O)Nc3nccs3)cc2)c2ccccc2c1=O	0.2	-0.4	-2	-6%	-9%	4	15	-16%	-8%
14	CCCCN(C(=O)c1ccc(-c2ccc([N+](=O)[O-])cc2)o1)c1c(N)n(CC(C)C)c(=O)[nH]c1=O	0.5	0.1	-6	-13%	-7%	3	-18	-4%	-3%
15	COc1ccc(N2C(=O)C3CCCN3C2c2cccc(F)c2)cc1Cl (configuration not stated)	0.1	0.5	20	5%[57.1 µM]	4%[57.1 µM]	3	-25	-1%	0%
16	O=S(=O)(Nc1nc2ccccc2nc1NCC1CCCO1)c1ccccc1 (configuration not stated)	0.2	0.1	4	-9%	24%	-1	2	-3%	-12%

# Three entries picked at random from the list so far:
No.	Compound	TRHR agonist	D2 agonist	PI4K2A inh	rTrxR1 inhibitor	TrxR1 substrate	TRHR enhancer	D2 antag	mIDH1 inhibitor	USP1 inh
15	COc1ccc(N2C(=O)C3CCCN3C2c2cccc(F)c2)cc1Cl (configuration not stated)	0.1	0.5	20	5%[57.1 µM]	4%[57.1 µM]	3	-25	-1%	0%
16	O=S(=O)(Nc1nc2ccccc2nc1NCC1CCCO1)c1ccccc1 (configuration not stated)	0.2	0.1	4	-9%	24%	-1	2	-3%	-12%
11	COc1ccc(CN2CCC(Oc3cc(C(=O)NC4CC4)ccc3OC)CC2)c(O)c1	0.3	0.7	-6	9%	1%	1	11	0%	-14%

# The list goes on.
No.	Compound	TRHR agonist	D2 agonist	PI4K2A inh	rTrxR1 inhibitor	TrxR1 substrate	TRHR enhancer	D2 antag	mIDH1 inhibitor	USP1 inh
17	Cc1cnccc1CNC(=O)CC1C(=O)NCCN1CC(C)(C)C (configuration not stated)	0.0	-0.6	-1	-1%[57.1 µM]	0%[57.1 µM]	-2	-13	-6%	-15%
18	C/C(=N\NC(=O)C1CC1)c1ccc(NC(=O)c2ccc(Br)o2)cc1	-0.2	-0.3	nt	nt	nt	2	6	nt	nt
19	N/C(=N\OC(=O)c1cccs1)C1(c2ccc(Cl)cc2Cl)CC1	-1.3	-0.5	-2	?	0%[57.1 µM]	-6	1	9%	-9%
20	CC1=Nc2ccccc2/C1=C/c1c(N)n2c(S(=O)(=O)CC(C)C)nsc2nc1=O	-0.4	-1.7	1	-4%	-12%	-2	-2	-7%	-22%
21	Cc1cccc(CN2CCN(C(=S)Nc3ccccc3)CC2)c1	0.2	-2.2	7	4%	-7%	0	12	-2%	-10%
22	CCCCn1c2ccc(F)cc2c2nnc(SCCN3CCOCC3)nc21	-0.5	-0.5	-1	0%[57.1 µM]	7%[57.1 µM]	1	8	6%	-19%
23	Cc1ccc(Cl)cc1N1CCN(C(=O)C2CCN(S(=O)(=O)Cc3ccccc3)CC2)CC1	0.8	2.2	-3	6%	-7%	4	nt	-10%	-16%
24	CC(=O)N1CCN(c2ccc(NC(=O)c3cccc(Cl)c3Cl)cc2)CC1	-0.3	1.3	2	14%	-2%	-7	16	-5%	-15%
25	CCc1noc(C)c1C(=O)N(Cc1ccccc1)c1c(N)n(CCOC)c(=O)[nH]c1=O	0.3	-0.5	-5	-2%	-4%	5	-10	-2%	-2%
26	CCN(CC)S(=O)(=O)c1ccc2[nH]c(=O)cc(C(=O)N(C)C3CCS(=O)(=O)C3)c2c1 (configuration not stated)	0.3	0.6	-3	13%	4%	3	-4	6%	-21%
27	Cc1ccc(C(=O)N/C(=C\c2ccc(-c3ccccc3[N+](=O)[O-])o2)C(=O)NCCN(C)C)cc1	3.5	nt	-1	14µM*	1%	-3	nt	6%	?
28	CCOC(=O)c1nnn(C(CC)C(=O)Nc2ccc(F)cc2)c1C(=O)OCC (configuration not stated)	-0.4	0.0	0	7%	-4%	-1	nt	-9%	-6%
29	COC(=O)c1[nH]cnc1C(=O)c1ccccc1	1.7	-0.2	-1	10%	2%	10	-31	8%	-9%
30	CN(Cc1cccc(F)c1)C(=O)C1CC(=O)N(c2ccc3c(c2)OCCO3)C1 (configuration not stated)	nt	nt	-4	-21%	-12%	nt	nt	3%	-4%
31	O=C(CNC(=O)c1ccncc1)Nc1ccc(F)c(F)c1	0.4	0.3	0	0%	-9%	-2	-3	5%	-4%
32	CCN(CC)CCCOc1ccc(C)cc1Br	0.1	-0.2	-2	14%[57.1 µM]	14%[57.1 µM]	-5	24	3%	-10%
33	Nc1nnc(CSCc2ccccc2)s1	0.7	nt	4	20%[57.1 µM]	10%[57.1 µM]	11	nt	3%	-2%
34	O=C(NCCCNc1ccc([N+](=O)[O-])cc1)C(F)(F)F	0.5	1.7	-4	-10%	-8%	4	2	-2%	-10%
35	O=C(NCCN1CCOCC1)c1cc(-c2ccco2)on1	-0.4	-0.4	3	-46%	-3%	10	7	1%	-18%
36	CCn1ccnc1CN1CCCC(C(=O)c2ccc3cc(OC)ccc3c2)C1 (configuration not stated)	0.3	0.0	8	24%[57.1 µM]	70%	2	-22	7%	?
37	COc1ccc(-c2noc(COc3ccc(C)cc3C)n2)cc1OC	0.9	0.9	-2	21%[57.1 µM]	1%[57.1 µM]	-7	nt	5%	-26%
38	NC(=O)NC(=O)CSc1nnc(-c2ccc(Cl)cc2)n1CC1CCCO1 (configuration not stated)	0.6	-0.2	4	-20%[57.1 µM]	-9%[57.1 µM]	-2	2	8%	6%
39	COc1ccc(NC(=O)CSc2nncn2C)c([N+](=O)[O-])c1	0.2	0.2	2	14%	7%	8	-4	0%	-8%
40	CC1CCN(c2nc3ccc(C(=O)O)cc3s2)CC1	0.4	0.5	0	-7%	-8%	-3	-6	5%	-5%
41	COc1ccc(NC(=O)C(C/C=C(/C)Cl)C(C)=O)cc1 (configuration not stated)	-0.1	-1.6	-1	?	-5%	15	21	12%	-9%
42	Cc1cccc(OCCn2nnc3ccccc32)c1C	-0.7	-3.1	-2	9%[57.1 µM]	-2%[57.1 µM]	-8	9	14%	-12%
43	Cc1ccc(NC(=O)C2CCCO2)cc1[N+](=O)[O-] (configuration not stated)	0.0	0.5	3	0%	-2%	-2	1	4%	-14%
44	COc1ccc(Nc2nc(N3CCCC3)nc3ccccc23)c(OC)c1	-0.4	nt	-2	-15%	-2%	5	nt	10%	?
45	Nc1nc(-c2ccc(Cl)cc2)c(S(=O)(=O)c2ccccc2)s1	-0.6	-0.6	2	13%	-7%	14	-12	26%	-9%
46	CS(=O)(=O)c1ccc(Cl)c(NC(=O)CSc2n[nH]c(-c3cccs3)n2)c1	-0.3	nt	-5	21%	6%	-11	nt	8%	-15%
47	O=S(=O)(c1ccc(S(=O)(=O)N2CCCN(Cc3ccccc3)C2)cc1)N1CCCCCC1	1.2	-0.4	-5	23%	14%	1	8	3%	-14%
48	CCOc1ccc(NS(=O)(=O)c2ccc3[nH]c4c(c3c2)CCCCC4)cc1	0.5	0.9	1	24%	-6%	7	nt	-23%	-3%
49	CCOC(=O)c1c(C)c(C(=O)NCc2cccs2)c(C)n1C	-0.5	0.5	0	17%	-5%	3	1	7%	0%
50	COc1ccccc1CNS(=O)(=O)CCNC1CCCCC1	nt	nt	-1	12%	7%	nt	nt	11%	-25%
51	Cn1nnnc1SCC(=O)NNC(=O)c1ccc(F)cc1	0.8	nt	3	16%[57.1 µM]	7%[57.1 µM]	44*	nt	-5%	-9%
52	O=C(Oc1ccc(N2C(=O)CCC2=O)cc1)c1ccco1	0.2	0.5	1	-9%	-7%	2	6	-5%	-9%
53	O=C(Cn1cnc2ccccc21)c1ccc(Br)cc1	-0.3	0.1	-10	10%[57.1 µM]	5%[57.1 µM]	0	-9	-5%	-16%
54	Cc1ccc(Cn2nnc3c(=O)[nH]c(C4CCN(S(=O)(=O)Cc5ccccc5)CC4)nc32)cc1	-1.7	-0.3	-16	27%	9%	4	9	0%	-10%
55	CCOC(=O)/C=C/C(=O)OCC(=O)Nc1ccc(OC)c(Cl)c1	0.5	-1.4	2	16µM*	3%	8	-3	16%	-16%

# Screening data (PubChem BioAssay)
